# Tb hexokinase = blocks Trypanosoma brucei hexokinase 1 activity | recombinant TbHK1, G6PDH-coupled NADH A340 | inhibition, % at 10 µM | 220,000 tested, 0.11% active;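 active = inhibition of 50% or more in the single-dose primary screen; inactive = inhibition below 50%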
# PPC-1+TRAIL kill = PPC-1 cancer cell killing with TRAIL present; PPC-1 cells + TRAIL, ATPLite viability luminescence; cell killing (% activity), % at 4 µM; 220,000 tested, 0.41% active; AID 1443;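 active = cell killing above 50% in the first pass at 4 µM, then a duplicate retest at 5 µM averaging 50% or more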;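 note: plate controls were cells with TRAIL plus DMSO for no effect and medium-only wells lacking cells for full effect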
# EP2 antag = EP2 receptor (human) inhibition | C6 glioma cells expressing human EP2, cAMP TR-FRET; cells stimulated with saturating PGE2 | P43116 | 260,000 tested, 0.52% active | inhibition, % at 25 µM;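 active = percent inhibition above 40 after rounding to a whole number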;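 note: rat C6 glioma host cells with rolipram phosphodiesterase inhibitor present; the protocol text gives 20 µM as final concentration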
# Target sequence (P43116 whole entry, looked up): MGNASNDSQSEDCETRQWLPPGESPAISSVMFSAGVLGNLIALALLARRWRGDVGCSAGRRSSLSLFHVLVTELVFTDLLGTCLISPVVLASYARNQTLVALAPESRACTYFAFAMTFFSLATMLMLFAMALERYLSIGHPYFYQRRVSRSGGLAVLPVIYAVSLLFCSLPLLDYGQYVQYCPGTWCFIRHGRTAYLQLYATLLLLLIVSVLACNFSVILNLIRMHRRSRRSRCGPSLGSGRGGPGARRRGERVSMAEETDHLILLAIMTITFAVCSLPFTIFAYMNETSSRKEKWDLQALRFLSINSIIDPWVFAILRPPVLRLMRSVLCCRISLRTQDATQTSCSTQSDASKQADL
# Furin inh = blocks human furin protease activity; P09958; purified furin, fluorogenic substrate cleavage; inhibition, % at 30 µM; 220,000 tested, 0.061% active; in the data active = inhibition above about 25%; note: inactives centre near -15
# BaF3 parental = parental Ba/F3 viability inhibition as JAK2V617F counter-screen | CellTiter-Glo ATP luminescence | inhibition, % at 5.6 µM | 220,000 tested, 1.1% active;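 active = inhibition above a per-campaign cutoff, the mean inhibition of all tested compounds plus 3 SD, cut at about 27% in these data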;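 note: 0% = DMSO wells and 100% = JAK Inhibitor I control wells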
# RBBP9 inhibitor = human RBBP9 hydrolase inhibition; O75884; recombinant RBBP9, FP-Rh probe fluorescence polarization; AID 1515; 220,000 tested, 0.2% active; inhibition, % at 7.94 µM;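 active = inhibition above the campaign mean of all tested compounds plus 3 SD, cut at about 14% in these data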;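 note: plate controls were DMSO wells with RBBP9 for no effect and wells lacking RBBP9 protein for full effect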
# Target sequence (O75884 whole entry, looked up): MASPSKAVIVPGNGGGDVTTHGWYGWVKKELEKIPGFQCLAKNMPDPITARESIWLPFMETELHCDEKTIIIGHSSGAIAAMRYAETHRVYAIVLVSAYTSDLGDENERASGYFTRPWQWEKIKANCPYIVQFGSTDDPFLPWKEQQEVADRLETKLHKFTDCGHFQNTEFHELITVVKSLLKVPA
#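 system = RBBP9 protein | input = RBBP9 at 2.5 µM in dispensed solution, before mixing | measured by = fluorescence polarization (mP), excitation 525 nm, emission 598 nm | incubation = enzyme-compound preincubation 30 min, then probe labeling 45 min, 25 °C | buffer or medium = Tris-NaCl-Pluronic buffer, pH 8.0 | compound = single dose 7.94 µM | also added = FP-Rh probe, 375 nM dispensing solution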
# Ba/F3 V617F tox = lowers viability of Ba/F3 cells expressing EpoR and JAK2V617F; ATP luminescence; inhibition, % at 5.6 µM; 220,000 tested, 1.1% active; AID 1446;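 active = inhibition above the campaign mean plus 3 SD over all tested compounds, cut at about 24% in these data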;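 note: cytokine-independent growth of Ba/F3 cells driven by EpoR plus mutant JAK2; 0% = DMSO-treated cells and 100% = JAK inhibitor I control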
# p97 inhibitor = inhibitors of human p97 ATPase | P55072 | recombinant p97 ATPase, Kinase-Glo ATP luminescence, 3 h | inhibition, % at 8 µM | 220,000 tested, 0.42% active | AID 1481; in the data active = inhibition above about 15%;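 note: 0% = DMSO vehicle and 100% = wells lacking enzyme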
# p47phox inh = blocks human p47phox regulatory protein of NADPH oxidases. 220,000 tested, 0.53% active. p47phox/p22phox peptide binding, fluorescence polarization, 2 h. P14598. inhibition, % at 24.7 µM. AID 1274;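 active = inhibition above about 30%, limit read from the data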;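 note: 0% = p47phox with labelled peptide and 100% = labelled peptide alone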
# Target sequence (P14598 whole entry, looked up): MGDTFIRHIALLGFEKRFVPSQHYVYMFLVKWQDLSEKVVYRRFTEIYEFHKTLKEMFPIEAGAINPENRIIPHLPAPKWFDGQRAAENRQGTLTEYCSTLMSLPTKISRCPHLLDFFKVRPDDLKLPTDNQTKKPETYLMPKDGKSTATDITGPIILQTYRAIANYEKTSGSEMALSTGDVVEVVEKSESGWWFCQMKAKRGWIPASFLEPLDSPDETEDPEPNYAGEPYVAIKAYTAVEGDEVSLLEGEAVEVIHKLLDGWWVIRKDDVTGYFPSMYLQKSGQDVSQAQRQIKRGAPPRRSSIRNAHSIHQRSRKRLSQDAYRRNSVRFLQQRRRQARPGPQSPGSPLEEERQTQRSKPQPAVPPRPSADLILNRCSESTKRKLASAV
# An asterisk follows results filed as active; . = not tested or not shown; & = joins results of further samples; [ ] = another dose, or the depositor's remark. This is a subset (hit frequency here may not be typical).
SMILES,Tb hexokinase,PPC-1+TRAIL kill,EP2 antag,Furin inh,BaF3 parental,RBBP9 inhibitor,Ba/F3 V617F tox,p97 inhibitor,p47phox inh
CCN(CC)Cc1csc(C(N)=O)c1,-2,14,15,-27[20 µM],5,2,-1,0,3
O=C(CCc1ccccc1)Nc1nc2c(F)cc(F)cc2s1,6,1,7,-11,3,-4,3,-4,-21
CN(C)CCCN1CC(C(=O)O)CC1=O (stereo not given),0,13,6&29,-23[20 µM],4,-6,-6,3,-6
O=S(=O)(NCCSc1ccccn1)c1ccc(Cl)cc1,-2,-26,7,-9,2,-1,2,2,11
CCCCC(c1nnnn1CCOC)N1CCN(Cc2ccccc2)CC1 (stereo not given),-4,22,9,-20[20 µM],2,-5,1,3,-5
O=C(Nc1cccc2ncccc12)c1ccc(OCc2ccccc2)cc1,-3,-10,10,-17,6,-3,2,0,-7
O=C(CSc1nc2ccccc2o1)Nc1ccc(N2CCOCC2)cc1,3,36,9,-7,1,-13,-2,0,-5
CCOC(=O)c1cc(C(=O)OCC)cc(-n2cc(O)c(C(=O)OCC)n2)c1,-6,20,9,-19[20 µM],1,-12,0,-5,-6
COc1cc(SC)ccc1C(=O)NCCOc1ccc(C)c(C)c1,5,13,8,-2,1,-8,-1,-1,-7
c1coc(-c2nc(-c3ccco3)c(-c3ccco3)nc2-c2ccco2)c1,-6,-4,13,10,3,26*,-3,40*,-5
COc1ccc(-c2cc(C(F)F)n3ncc(C(=O)n4ccnc4C)c3n2)cc1,-11,8,12,-43,4,1,-4,1,-6
COC(=O)C(C)Sc1nnc(Cc2cc(=O)[nH]c(=O)[nH]2)n1-c1cccc(OC)c1 (stereo not given),-1,6,16,-18,7,-11,-1,3,-16
COc1cccc(-n2c(SCC(=O)NC3CCCCC3)nc3n[nH]c(C)c3c2=N)c1,-9,18,20,-15,11,-10,6,-7,7
CC1(C)Cc2cccc(OCC(=O)Nc3ccc(OCC(N)=O)cc3)c2O1,1,-6,3,-33,2,-4,-5,5,9
CC(C)NC(=S)N/N=C1\CCCCc2ccccc21,2,5,0,-14,4,-5,-2,0,-11
O=C(COC(=O)C1CC(=O)N(Cc2ccco2)C1)c1ccc(OC(=O)c2ccco2)cc1 (stereo not given),-11,31,1&35,-12[20 µM],-1,-3,2,1,-20
COc1ccc(C(C)=O)cc1COc1ncnc2ccccc12,5,24,9,-8,2,-14,4,-6,4
COc1ccc(C2C(C#N)=C(N)Oc3n[nH]c(C)c32)cc1CSc1ccccn1 (stereo not given),8,16,9,-23[20 µM],-2,2,-3,2,7
Cc1cccc(NC(=O)Nc2cccc(C)n2)n1,10,0,10,-6,3,-9,6,-9,-7
N/C(=N\OC(=O)c1ccc(Cl)cc1Cl)c1ccncc1,-3,4,6,-21,-3,3,-4,4,-13
O=C1OC(OC2CCCCC2)(c2ccccc2)c2ccccc21 (stereo not given),5,11,9,-18[20 µM],1,-5,-3,1,-15
Cc1nn(C)cc1/C=N/NC(=O)CSc1ccccn1,-4,-2,6,-9,1,-11,3,-4,9
Cc1cc(C)c(C(=O)/C=C/c2cccc3ccccc23)c(=O)[nH]1,5,10,11,-12,0,-14,-3,6,-26
O=C(Cc1nnc(NC(=O)Nc2ccc(F)cc2)s1)Nc1ccccc1,2,18,7,-22,3,-10,-3,5,-5
COc1cccc(Sc2cc(N3CCOCC3)nc(-c3ccccc3)n2)c1,-3,10,.,-11[20 µM],6,-7,2,2,-17
SMILES,Tb hexokinase,PPC-1+TRAIL kill,EP2 antag,Furin inh,BaF3 parental,RBBP9 inhibitor,Ba/F3 V617F tox,p97 inhibitor,p47phox inh
N#Cc1cc2c(nc1SCc1nc3ccccc3[nH]1)CCC2,-16,35[5 µM],7,-22,7,-1,2,-5,-9
O=S(=O)(c1ccc(Oc2ccc(-c3nnco3)cc2)nc1)N1CCC(Cc2ccccc2)CC1,-8,10,8,-27[20 µM],7,-4,2,-2,11
CCc1ccc(OCCCC(=O)Nc2ccc(N3CCCCC3)cc2)cc1,-7,2,12,-17,5,-8,2,-3,-12
CC(=O)Nc1ccccc1C(=O)C(=O)Nc1cccc(F)c1,-12,.,11,-10[20 µM],-1,3,-7,4,.
O=C(c1ccncc1)N1CCN(C(=O)c2ccncc2)CC1,0,14,5,-19[20 µM],5,-2,1,-4,-6
Cc1nc2ncnn2c(N2CCN(C(=O)Cc3cccs3)CC2)c1C,0,4,6,-10[20 µM],2,-1,-1,6,-16
CCSc1n[nH]c2nc3c(c(=O)n12)C1(CCCCC1)Cc1ccccc1-3,7,1,10,-7,1,-6,-5,3,-20
COCCn1c(=O)[nH]c2cc(C(=O)OC)ccc2c1=O,-14,5,8,-26,0,-2,-2,2,-3
CCn1c(COc2ccccc2)nnc1SCc1ccc(C#N)cc1,2,1,17,-11,2,-12,3,-10,-4
COC(=O)c1sc(N)c(C(=O)OC)c1COC(=O)[C@@H](NS(=O)(=O)c1cccc(Cl)c1)C(C)C,-5,15,4,-14,-4,-6,-2,1,-22
CCC(=O)NC(=S)Nc1ccc(OC)cc1OC,-3,5,6,-9,5,-2,-3,6,7
CN1CCN(c2ccccc2NC(=O)c2ccc(N3CCCCC3)c([N+](=O)[O-])c2)CC1,-10,46,8,-10,2,-4,-3,-2,8
COc1cccc(C(=O)N2CCN(C(=O)c3ccc(-c4ccccc4)cc3)CC2)c1OC,-13,9,5,-26,6,7,-2,2,-10
CCOc1cccc(CNc2ccc(O)cc2)c1OCc1ccc(Cl)cc1,9,18,12,-16[20 µM],5,4,0,5,-10
Cc1c(C)n2c3c(cccc13)CC2,-3,2,4,-20,2,-2,-2,4,-8
O=C(CN1CCCCC1)N1c2ccccc2Sc2ccc(C(F)(F)F)cc21,4,27,8,-14[20 µM],6,0,-1,0,11
CCOc1ccc(CC(=O)N2CCN(c3ccc(N4CCOCC4)nn3)CC2)cc1OCC,-6,7,.,-28,3,-4,-5,4,-7
Cc1ccccc1-n1c(C)c(C#N)c(=O)c(-[n+]2ccccc2)c1[S-],-1,-21,3,-33,6,0,3,4,-19
COc1ccc(NC(=O)COC(=O)/C=C/c2ccc(OC)c(S(=O)(=O)N3CCOCC3)c2)cc1,28,-28,5,-5,4,2,0,5,0
Cc1cc(C)cc(Oc2ccc(N)cc2)c1,3,1,6,-4[20 µM],26,-10,17,-3,-8
OC(C#CCN1CCCCCC1)(c1ccccc1)c1cccnc1 (stereo not given),7,8,4,-11,0,-8,-2,-9,-3
COc1cccc(C(=O)C2CCCN(Cc3cccc(-n4nc(C)cc4C)c3)C2)c1 (stereo not given),-3,10,8,-3,12,-1,6,-4,-4
Cc1ccccc1CSc1nnc(-c2ccco2)n1Cc1ccco1,5,5,8,-3,1,-5,-2,-7,-8
COc1cccc(-n2c(SCC(=O)Nc3nc4ccccc4s3)nc3ccccc3c2=O)c1,-12,11,4,-32,-4,-25,-2,7,-42
CCOC(=O)c1sc(NC(=O)c2cc3c(s2)CCC(C)C3)nc1C (stereo not given),-19,11,26,-4[20 µM],3,-1,-1,-5,-28

# Reprinted from the results shown, 14 compounds:
SMILES,Tb hexokinase,PPC-1+TRAIL kill,EP2 antag,Furin inh,BaF3 parental,RBBP9 inhibitor,Ba/F3 V617F tox,p97 inhibitor,p47phox inh
CN1CCN(c2ccccc2NC(=O)c2ccc(N3CCCCC3)c([N+](=O)[O-])c2)CC1,-10,46,8,-10,2,-4,-3,-2,8
COc1cccc(C(=O)N2CCN(C(=O)c3ccc(-c4ccccc4)cc3)CC2)c1OC,-13,9,5,-26,6,7,-2,2,-10
CCOc1cccc(CNc2ccc(O)cc2)c1OCc1ccc(Cl)cc1,9,18,12,-16[20 µM],5,4,0,5,-10
Cc1c(C)n2c3c(cccc13)CC2,-3,2,4,-20,2,-2,-2,4,-8
O=C(CN1CCCCC1)N1c2ccccc2Sc2ccc(C(F)(F)F)cc21,4,27,8,-14[20 µM],6,0,-1,0,11
CCOc1ccc(CC(=O)N2CCN(c3ccc(N4CCOCC4)nn3)CC2)cc1OCC,-6,7,.,-28,3,-4,-5,4,-7
Cc1ccccc1-n1c(C)c(C#N)c(=O)c(-[n+]2ccccc2)c1[S-],-1,-21,3,-33,6,0,3,4,-19
COc1ccc(NC(=O)COC(=O)/C=C/c2ccc(OC)c(S(=O)(=O)N3CCOCC3)c2)cc1,28,-28,5,-5,4,2,0,5,0
Cc1cc(C)cc(Oc2ccc(N)cc2)c1,3,1,6,-4[20 µM],26,-10,17,-3,-8
OC(C#CCN1CCCCCC1)(c1ccccc1)c1cccnc1 (stereo not given),7,8,4,-11,0,-8,-2,-9,-3
COc1cccc(C(=O)C2CCCN(Cc3cccc(-n4nc(C)cc4C)c3)C2)c1 (stereo not given),-3,10,8,-3,12,-1,6,-4,-4
Cc1ccccc1CSc1nnc(-c2ccco2)n1Cc1ccco1,5,5,8,-3,1,-5,-2,-7,-8
COc1cccc(-n2c(SCC(=O)Nc3nc4ccccc4s3)nc3ccccc3c2=O)c1,-12,11,4,-32,-4,-25,-2,7,-42
CCOC(=O)c1sc(NC(=O)c2cc3c(s2)CCC(C)C3)nc1C (stereo not given),-19,11,26,-4[20 µM],3,-1,-1,-5,-28

# (continued)
SMILES,Tb hexokinase,PPC-1+TRAIL kill,EP2 antag,Furin inh,BaF3 parental,RBBP9 inhibitor,Ba/F3 V617F tox,p97 inhibitor,p47phox inh
CCCCC1=CC2=C(c3ccco3)C(=O)C(C)(OC(=O)c3ccc(OC)cc3)C(=O)C2=CN1C1CC1 (stereo not given),-28,6,11,-24,.,.,.,.,-1
Cc1ccc(C(=O)c2cn(-c3ccc(F)c(Cl)c3)nn2)cc1,2,4,10,-18[20 µM],2,4,-3,11,-5
COC(=O)c1ccc(C(=O)OC)c(NC(=O)CN2CCCCC2)c1,-3,16,10,-24,7,-3,2,0,-7
Cc1cccc(C)c1N1C(=O)C2ON(c3ccccc3)C(c3ccncc3)C2C1=O (stereo not given),-8,-7,5,-15,0,-5,-5,7,-13
CCOc1ccc(/C=C/C(O)=C2/C(=O)NC3(C)CC2c2ccccc2O3)cc1OC (stereo not given),-27,1,12,-13,0,1,-1,5,15
COc1cc2c(cc1C=O)OC(C)C2 (stereo not given),-7,5,7,-18,9,0,2,-1,-9
O=C(Nc1ccc(S(=O)(=O)Nc2ncccn2)cc1)c1ccc(S(=O)(=O)N2CCCC2)cc1,-8,13,12,-19,1,-2,-4,3,-44
CCOc1ccc(N=C/C=C/c2ccccc2)c(O)c1,-2,-1,3,-21,4,-5,0,4,-8
O=C(O)CC(NC(=O)C12CC3CC(CC(C3)C1)C2)c1ccc(OC2CCCC2)cc1 (stereo not given),-2,5,5,-21,3,-7,0,0,-2
C/C(CC(=O)Nc1cccc(C(F)(F)F)c1)=N/NC(=O)C(=O)NCCO,-5,12,14,-21,0,-3,-1,4,-12
CC(C)NC(=O)CCNS(=O)(=O)c1ccc(Br)cc1,6,-1,6,-18,3,-7,3,-7,-8

# Screening results (PubChem BioAssay)
